Source: PubChem (National Center for Advancing Translational Sciences (NCATS))
TRb SRC2 PPI – TRbeta-SRC2 interaction inhibition. P10828. TRbeta-SRC2 peptide binding, fluorescence polarization; receptor liganded with 1 µM T3. Potency, µM (top dose mostly 106 µM), inactives show at the highest dose activity change, negative = inhibition, usual class: inhibitors. 280,000 tested, 0.065% active;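 also: plate controls were bound peptide for no effect and peptide without receptor for full effect; nearly all actives have a fitted effect of over 50% in size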
Target sequence (P10828 whole entry, looked up): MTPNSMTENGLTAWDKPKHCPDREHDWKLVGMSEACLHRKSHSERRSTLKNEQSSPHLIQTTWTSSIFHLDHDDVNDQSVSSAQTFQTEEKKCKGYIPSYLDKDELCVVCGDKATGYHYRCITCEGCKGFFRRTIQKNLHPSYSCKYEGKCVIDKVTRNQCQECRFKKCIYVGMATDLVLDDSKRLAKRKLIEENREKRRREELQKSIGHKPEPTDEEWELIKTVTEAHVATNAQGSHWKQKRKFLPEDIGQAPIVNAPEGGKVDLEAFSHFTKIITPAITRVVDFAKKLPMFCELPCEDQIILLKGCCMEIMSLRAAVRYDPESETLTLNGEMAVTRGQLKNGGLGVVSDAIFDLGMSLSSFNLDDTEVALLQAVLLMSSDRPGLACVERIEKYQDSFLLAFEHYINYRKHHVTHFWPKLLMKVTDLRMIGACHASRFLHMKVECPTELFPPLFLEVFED
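Binding of a 20-amino-acid Texas Red SRC2 peptide (20 nM) to TRb ligand-binding domain (0.6 uM) with agonist T3 at 1 uM was followed by fluorescence polarization after a 5 hr room-temperature incubation.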
TR SRC2 fluor cs – counter-screen for TRb-SRC2 inhibitors: fluorescence interference | TRb/SRC2 Texas Red total fluorescence interference | AID 1479 | Potency, µM (highest dose often 106 µM), without a hit: at the top dose fluorescence change, negative = quenching | 280,000 tested, 0.29% active; active = well fitted curve in either direction with a large enough effect; inconclusive = small, poorly fitted or top-dose-only effect; also: % is scaled to controls: 0 for no effect and ±100 for the full control effect
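Flags fluorescent or light-absorbing compounds by total fluorescence, S + 2P, at 555 nm excitation and 632 nm emission. Mixture: 20 nM Texas Red SRC2 peptide, 0.6 uM human TRb LBD, 1 uM T3, 5% DMSO; compound exposure 5 h at ambient temperature.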
SMN2 splice enh – enhancers of SMN2 splice variant expression; HEK293 SMN2-luciferase splicing reporter, luminescence, 30-36 h; Potency, µM (doses to about 46.1 µM), inactives show at the top dose activity change, positive = activation, actives largely listed as activators; AID 1458; 210,000 tested, 2.8% active; also: % of control where 0% means no effect; nearly all actives have a fitted effect of over 55% in size
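qHTS luciferase splicing reporter: luminescence rises when SMN2 exon 7 is included in transfected HEK293 cells. Compound exposure lasted 30-36 h at 37C, with 4.5 mM final sodium butyrate as control, followed by a ONE-Glo read.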
* = called active by the depositor; ? = inconclusive; [ ] = remark or other dose. Unless noted, calls follow the shape of the dose curve; as a rule, active = well fitted curve in the direction sought with a large enough effect; inconclusive = small, poorly fitted or top-dose-only effect, or another doubt; inactive = no such curve, though single readings can be large; an effect the other way counts as inactive or inconclusive. Potency is read from the fitted curve at half-maximal effect. Only part of the results is shown; the hit share may differ from the screen's.

Compound,TR SRC2 fluor cs,TRb SRC2 PPI,SMN2 splice enh
CCc1ccccc1NC(=O)C1CCCN(S(=O)(=O)c2cccc3nsnc23)C1 (stereo unspecified),0%,-8%,-5%
Cc1ccc(Nc2c(-c3c[nH]c4ccccc34)nc3ccccn23)cc1,-2%,-5%,-116%[inhibitor]
CCCN1CCN(CCNC(=O)Nc2cc(OC)cc(OC)c2)CC1,-2%,-2%,6%
COCCNC(=O)Cn1ncc2c(C)n(Cc3ccc(C)cc3)c(C)c2c1=O,-2%,1%,-9%
CCOc1ccc(-c2cn3c(n2)sc2cc(C(=O)N4CCCC(C)C4)ccc23)cc1 (stereo unspecified),4%,-1%,0%
CCC(=O)N1CCc2cc(Br)cc(S(=O)(=O)NCc3ccc(Cl)cc3)c21,-2%,12%,6%
Cc1ccc(N2C(=O)[C@@H]3CSC(c4ccc(C(F)(F)F)cc4)N3C2=O)cc1 (stereo partly specified),1%,3%,-15%
CC(=O)c1ccc(NC(=O)Cn2c(=O)oc3cc(S(=O)(=O)N4CCCCC4)ccc32)cc1,5%,-1%,-3%
CC(=O)c1ccc(NC(=O)CC2Nc3cc(C)c(C)cc3NC2=O)cc1 (stereo unspecified),3%,-2%,4%
COc1cccc(-c2nc(CS(=O)(=O)CC(=O)Nc3ccc(C)c(Cl)c3)c(C)o2)c1,?,-18%,-6%
CCOc1cccc(CC(=O)N2CCc3c([nH]c4ccccc34)C2c2ccc(SC)cc2)c1OCC (stereo unspecified),-1%,-1%,22%
Cc1cn2c(=O)cc(COc3ccccc3NC(=O)c3ccccc3C)nc2s1,1%,3%,-5%
CCOc1ccc(NC(=O)C2CCN(S(=O)(=O)c3ccc4c(c3)oc(=O)n4C)CC2)cc1,-2%,0%,5%
CCc1ccccc1NC(=O)c1ccc2c(SCC(=O)O)c3c(nc2c1)CCC3,-1%,0%,0%
Cc1ccc(-c2cc3ncc4c(n3n2)-c2ccccc2OC4)cc1,-2%,3%,20%
Cc1ccc(C)c(Cn2c(-c3cccs3)nc3ccccc32)c1,-2%,9%,-12%
CCn1cc(C(=O)NCCc2ccc(Cl)cc2)c(=O)c2cc(S(=O)(=O)N3CCc4ccccc4C3)ccc21,-1%,-7%,-2%
Cc1ccc(C)c(CSc2nc3ccncc3n2Cc2nc(-c3ccccc3Cl)oc2C)c1,-1%,-2%,-2%
Cc1ccc(-c2nnc(Nc3ccc(Br)cc3)c3ccccc23)cc1S(=O)(=O)NCc1nc2ccccc2[nH]1,-2%,5%,-12%
COc1ccc(CNc2nc3ccccc3c3nc(-c4ccccc4)nn23)cc1,?,-3%,1%
CCCOc1cccc(C2c3c(oc4ccc(F)cc4c3=O)C(=O)N2CCCN2CCOCC2)c1 (stereo unspecified),1%,2%,5%
CCOc1ccc(/C=C/c2nc(C#N)c(NCc3ccccc3)o2)cc1,-1%,3%,-22%
CCCCCn1c(=O)[nH]c2cc(C(=O)NCc3ccc(C)cc3)ccc2c1=O,0%,-1%,?
CC1=C(C(=O)Nc2cccnc2)C(c2ccccc2Cl)n2nc(-c3ccccc3)nc2N1 (stereo unspecified),-8%,2%,-6%
CSc1ccc(NC(=O)C2CCN(c3ncccn3)CC2)cc1,0%,-4%,37%
COc1ccc(NC(=O)C(=O)NCC2(c3ccccc3)CCCC2)c(OC)c1,-2%,6%,-1%
CN(Cc1ccccc1)C(=O)c1cn(C)c2ccc(S(=O)(=O)N(C)C3CCCCC3)cc2c1=O,-1%,5%,-3%
Cc1ccccc1C(=O)N(Cc1sccc1C)C1CCS(=O)(=O)C1 (stereo unspecified),-28%,0%,6%
CCCOC1(C(F)(F)F)NC(=O)N(c2ccc(Cl)cc2)C1=O (stereo unspecified),1%,3%,-16%
CCCCN(CCCNC(=O)c1cc(Nc2ccc(OC)c(OC)c2)nc2ccccc12)c1ccccc1,0%,9%,-9%
Cc1ccc2nc3c(cc(C(=O)NCc4ccco4)c(=N)n3C(C)C)c(=O)n2c1,-2%,1%,6%
COC(=O)CC1Oc2ccccc2-n2cc(-c3ccc(Cl)cc3)nc21 (stereo unspecified),0%,0%,?
COc1cccc(CNC(=O)CCc2nnc3n(CC(C)C)c(=O)c4ccccc4n23)c1,-25%,-2%,-8%
CCc1ccccc1N1CC(c2nc3ccccc3n2CCOc2ccc(Cl)c(C)c2)CC1=O (stereo unspecified),-3%,1%,-64%[inhibitor]
Cc1nn(C(=O)c2ccc(Br)cc2)c(C)c1Sc1ccccc1,-2%,5%,-5%
COc1cc2c(=O)n(CCc3ccccc3)c(=O)n(CC(=O)Nc3ccccc3)c2cc1OC,-1%,-7%,9%
O=C(Cc1csc2ccccc12)NCc1ccccc1F,-1%,0%,29%
CCOc1ccc(/C=C/c2nc3ccccc3n2S(=O)(=O)c2cccc(Cl)c2)cc1,-2%,-5%,5µM*
COc1ccc(C)cc1NC(=O)c1ccc2c(=O)n3c(nc2c1)CCCCC3,-2%,8%,10%
Brc1ccc(-c2cc3c(N4CCN(c5ccccc5)CC4)nccn3n2)cc1,7%,-5%,3%
COc1ccc(-c2cc(OC(=O)c3cccc(Cl)c3)c3c(C)oc(C)c3c(=O)c2)cc1,10%,-3%,-12%
Cc1ccccc1NC(=O)c1c(C)oc2ccc(O)c(CN3CCN(C)CC3)c12,-27%,-1%,1%
O=C(CSc1c2c(nc3ccccc13)CCC2)Nc1ccc(F)cc1F,0%,-4%,-5%
Cc1cccc(N2CCN(C(=O)C3CCC(CNS(=O)(=O)c4ccc(Br)s4)CC3)CC2)c1C (stereo unspecified),2%,-4%,-11%
Fc1ccccc1N1CCN(c2nnc(C(F)(F)F)c3nnn(Cc4ccccc4)c23)CC1,-1%,3%,5%
CCCc1ccc(-c2ccc(C(=O)Oc3ccc(Br)cc3)cc2)nc1,0.035µM*[quencher],-27%[53 µM],4%
Cc1cccc(NC(=O)c2c(NC(=O)c3ccccc3)sc3c2CCC3)c1,1%,-8%,-9%
CCOc1cc(C(=O)N2CC(=O)Nc3ccc(F)cc3C2c2ccccc2)cc(OCC)c1OCC (stereo unspecified),-2%,5%,-2%
Cc1cccc(CNC(=O)C2CCN(c3nnc(-n4c(C)ccc4C)s3)CC2)c1,-2%,2%,8%
CCOc1ccc(-c2cc(OC(=O)c3ccccc3)c3c(C)oc(C)c3c(=O)c2)cc1,-8%,2%,-4%
Cc1nc2ccc(S(=O)(=O)NCC(=O)Nc3ccc(C)c(Cl)c3)cc2s1,0%,1%,5%
COc1ccc(NC(=O)c2oc3ccccc3c2NC(=O)c2cccc(F)c2)c(OC)c1,0%,2%,-20%
CCOc1ccc(-c2nonc2NC(=O)c2ccccc2C)cc1,0%,-9%,?
CCOc1nc(-c2ccccc2)ccc1-c1noc(-c2ccc(C)cc2)n1,8%,10%,-18%
Cc1cccc(N2CCN(C(c3ccccc3)c3nnc(-c4ccccc4Cl)o3)CC2)c1C (stereo unspecified),1%,-6%,2%
CC1CCN(c2oc(-c3cccs3)nc2S(=O)(=O)c2ccccc2)CC1,-7%,-7%,-2%

Next entries.
Compound,TR SRC2 fluor cs,TRb SRC2 PPI,SMN2 splice enh
Cc1ccc(NC(=O)C2CCCN(S(=O)(=O)c3c(C)nn(C)c3C)C2)c(C)c1 (stereo unspecified),-1%,1%,-10%
CCOC(=O)C1CCN(C(=O)C2CCN(C3=NS(=O)(=O)C(c4ccc(C)cc4)=C3CC)CC2)CC1,6%,7%,29%
O=C(NCc1ccccc1)c1ccc(NC(=O)N2CC3CCCN3c3ccccc32)cc1 (stereo unspecified),1%,-1%,5%
COc1cccc(CNC(=O)Cn2ncc3c4ccccc4n(C)c3c2=O)c1,-1%,11%,4%
CCc1ccc2ncc(C(=O)c3ccc(C)c(C)c3)c(N3CCC(C(N)=O)CC3)c2c1,-1%,-7%,4%
CC(=O)c1ccc(N2CCN(C(=O)CCCCn3c(=O)[nH]c4ccsc4c3=O)CC2)cc1,-1%,-5%,4%
CCn1c(CNC(=O)c2ccc(OC)cc2)nnc1SCC(=O)Nc1cccc(C)c1C,-1%,0%,-14%
CCOCCCn1c(=N)c(C(=O)NC2CCCCC2)cc2c(=O)n3ccccc3nc21,-3%,-1%,-14%

In the list so far, five have two or more sulfur atoms:
Compound,TR SRC2 fluor cs,TRb SRC2 PPI,SMN2 splice enh
CCc1ccccc1NC(=O)C1CCCN(S(=O)(=O)c2cccc3nsnc23)C1 (stereo unspecified),0%,-8%,-5%
Cc1ccccc1C(=O)N(Cc1sccc1C)C1CCS(=O)(=O)C1 (stereo unspecified),-28%,0%,6%
Cc1cccc(N2CCN(C(=O)C3CCC(CNS(=O)(=O)c4ccc(Br)s4)CC3)CC2)c1C (stereo unspecified),2%,-4%,-11%
Cc1nc2ccc(S(=O)(=O)NCC(=O)Nc3ccc(C)c(Cl)c3)cc2s1,0%,1%,5%
CC1CCN(c2oc(-c3cccs3)nc2S(=O)(=O)c2ccccc2)CC1,-7%,-7%,-2%

Remaining list, next part:
Compound,TR SRC2 fluor cs,TRb SRC2 PPI,SMN2 splice enh
CCOc1ccc(NC(=O)CCNS(=O)(=O)c2ccc3c(c2)oc(=O)n3C)cc1,0%,7%,-1%
Cc1ccc(Nc2c(-c3ccccn3)nc3ccc(Br)cn23)cc1,0%,-3%,5%
COc1ccc(CNC(=O)CN(c2cc(C)cc(C)c2)S(=O)(=O)c2c(C)[nH]c(=O)[nH]c2=O)cc1,-2%,2%,2%
Cc1cc2ccccc2n1CCNC(=O)c1cc(C(F)(F)F)cc(C(F)(F)F)c1,-1%,-6%,5%
Cc1ccc(CCNC(=O)c2cc3c(=O)n(C)c4ccccc4c3n2C)cc1,-8%,-1%,-1%
COc1cc(Cl)c(C)cc1NC(=O)CCc1nc2cccnc2n1Cc1cccs1,1%,3%,-6%
COc1ccc(-c2[nH]c(-c3ccc(F)cc3)nc2SCC(=O)Nc2ccc(OC)c(OC)c2)cc1,-3%,7%,3%
CCN(C(=O)CCS(=O)(=O)c1ccc2c(c1)CCN2C(C)=O)c1cccc(C(F)(F)F)c1,0%,-8%,-1%
Cc1cccc(N(C)C(=O)c2cc3c(=O)oc4ccc(C)cc4c3s2)c1,?,6%,1%
Cc1ccc(-n2nc(C(=O)N3CCN(c4cc(Cl)ccc4C)CC3)c3c4ccccc4n(C)c3c2=O)cc1,0%,5%,-5%
O=C(NCCc1nc2ccccc2n1CCOc1ccc(Cl)cc1)C1CCCCC1,1%,-9%,-38%[inhibitor]
CSc1oc(-c2cccs2)nc1S(=O)(=O)c1ccc(Br)cc1,0%,-2%,-6%
Cc1ccc2c(=O)cc(C(=O)Nc3ccc(S(=O)(=O)Nc4nc(C)cc(C)n4)cc3)oc2c1,-10%,1%,19%
COc1ccc(-c2cc(C(F)(F)F)n3nc(C(=O)Nc4cc(C(F)(F)F)ccc4Cl)cc3n2)cc1OC,5%,8%,28%
CCc1ccc(OCC(=O)Nc2ccc3c(c2)c2ccccc2n3CC)c(Br)c1,-60%[1.83 µM],-11%[1.83 µM],-4%
CCOc1ccccc1NC(=O)Cn1nnc(C(=O)Nc2ccc(C)c(C)c2)c1N,0%,1%,0%
O=C(CS(=O)(=O)c1nc(-c2ccc(Cl)cc2)cn1-c1ccccc1)Nc1cccc(Cl)c1,-2%,2%,13µM*
CCc1ccc(S(=O)(=O)c2cn(Cc3ccc(OC)cc3)c3cc(OC)c(OC)cc3c2=O)cc1,1%,0%,-5%
Cc1cc(OCC(=O)Nc2cc(-c3nc4ncccc4o3)ccc2C)ccc1Cl,-1%,-9%,4%
COc1ccc(NC(=O)Cn2c(=O)n(Cc3ccc(C(=O)NCc4ccccc4Cl)cc3)c(=O)c3ccccc32)cc1OC,-2%,-2%,0%
Cc1ccc(C)c(Cn2c(=O)n(-c3ccc(Cl)cc3)c(=O)c3c4c(sc32)CCC4)c1,?,-4%,3%
Cc1ccccc1NC(=O)Cn1c(=O)n(CCc2ccccc2)c(=O)c2ccccc21,3%,2%,-3%
O=S(=O)(c1ccccc1)c1nc(-c2ccc(Cl)cc2Cl)oc1N1CCCCCC1,-9%,3%,-1%
Cc1cc(Cl)ccc1NC(=O)C1CCN(c2nnc(-n3c(C)ccc3C)s2)CC1,-2%,2%,-12%
